Assay outcomes (PubChem)
TrxR1 substrate: substrates of rat thioredoxin reductase 1; O89049; purified TrxR1 substrate turnover, NADPH consumption readout; Potency, µM (series often up to 114 µM), for inactives: at the top dose activity change, negative = substrate turnover; hit rate 0.01% among 390,000; AID 588456; further: potency means the concentration at half of the fitted maximal effect; on the % scale 0 is the no-effect control and ±100 the full control effect; nearly all actives have a fitted effect of over 50% in size
Target sequence (O89049 whole entry, looked up): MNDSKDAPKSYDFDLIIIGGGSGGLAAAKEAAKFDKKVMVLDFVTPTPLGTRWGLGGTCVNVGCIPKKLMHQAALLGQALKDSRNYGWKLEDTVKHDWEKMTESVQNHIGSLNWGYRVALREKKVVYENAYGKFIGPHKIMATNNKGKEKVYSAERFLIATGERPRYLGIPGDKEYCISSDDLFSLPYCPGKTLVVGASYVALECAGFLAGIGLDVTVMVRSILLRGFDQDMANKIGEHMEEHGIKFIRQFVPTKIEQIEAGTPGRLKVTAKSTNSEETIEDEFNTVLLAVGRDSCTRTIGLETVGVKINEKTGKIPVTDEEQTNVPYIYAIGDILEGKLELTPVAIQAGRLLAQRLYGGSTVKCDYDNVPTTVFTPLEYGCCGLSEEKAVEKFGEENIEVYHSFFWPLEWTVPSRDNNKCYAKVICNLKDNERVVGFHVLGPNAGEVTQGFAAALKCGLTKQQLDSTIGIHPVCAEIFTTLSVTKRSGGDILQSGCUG
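Rat TrxR1, dispensed at 90 nM, was prereduced with 400 uM NADPH (final) for 5 min at ~22 deg C, then incubated with compound 15 min before 400 uM selenite. A first-read NADPH fluorescence drop versus no-compound background flagged substrates.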
TrxR1 inh: rat TrxR1 inhibition; O89049; recombinant rTrxR1, NADPH fluorescence consumption, selenite substrate; Potency, µM (highest dose often 114 µM), for inactives: top-dose activity change, negative = inhibition, actives largely listed as inhibitors; hit rate 1% among 390,000; further: potency means the concentration at half of the fitted maximal effect; on the % scale 0 is the no-effect control and ±100 the full control effect; nearly all actives have a fitted effect of over 65% in size
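Rat TrxR1 (90 nM in the dispensed reagent) was pre-reduced with 400 uM NADPH for 5 min at room temperature, then incubated with compound for 15 min. After 400 uM selenite was added, NADPH fluorescence (Ex 340/Em 450 nm) was followed for 8 min.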
USP1 inh: inhibitors of human USP1/UAF1 deubiquitinase. O94782. recombinant USP1/UAF1, Ub-Rhodamine cleavage fluorescence. Potency, µM (top dose mostly 57.1 µM), inactives show at the top dose activity change, negative = inhibition, most hits filed as inhibitors. hit rate 0.23% among 390,000; further: potency means the concentration at half of the fitted maximal effect; on the % scale 0 is the no-effect control and ±100 the full control effect; nearly all actives have a fitted effect of over 60% in size; inactives centre near -12
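Step one: compound is pinned into 1nM USP1/UAF1 in HEPES pH 7.8 buffer with TCEP. Step two: 15 min room-temperature incubation. Step three: Ub-Rho (150nM final) starts cleavage, tracked by fluorescence over six one-minute reads.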
TRHR agonist: activates the human TRH receptor; activation, % at 2 µM; hit rate 0.18% among 360,000; TRHR cells, calcium flux fluo-8, FDSS agonist mode; AID 493084; in the data active means activation above about 30%; further: 0% is about no effect
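Agonist-mode FDSS calcium read (Ex 480/Em 530, 1 s cycles) in 1536-well TRHR cells with fluo-8 dye, after 10-cycle baseline and 23 nL compound addition; TRH at EC20 (10 nM final) added afterwards for the enhancer phase.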
D2 antagonist: D2 dopamine receptor (human) antagonism | P14416 | HEK293 TREx D2 cells, calcium flux, dopamine EC80 | inhibition, % at 10 µM | hit rate 2% among 340,000; in the data active means inhibition above about 30%; further: 0% is about no effect
Target sequence (P14416 whole entry, looked up): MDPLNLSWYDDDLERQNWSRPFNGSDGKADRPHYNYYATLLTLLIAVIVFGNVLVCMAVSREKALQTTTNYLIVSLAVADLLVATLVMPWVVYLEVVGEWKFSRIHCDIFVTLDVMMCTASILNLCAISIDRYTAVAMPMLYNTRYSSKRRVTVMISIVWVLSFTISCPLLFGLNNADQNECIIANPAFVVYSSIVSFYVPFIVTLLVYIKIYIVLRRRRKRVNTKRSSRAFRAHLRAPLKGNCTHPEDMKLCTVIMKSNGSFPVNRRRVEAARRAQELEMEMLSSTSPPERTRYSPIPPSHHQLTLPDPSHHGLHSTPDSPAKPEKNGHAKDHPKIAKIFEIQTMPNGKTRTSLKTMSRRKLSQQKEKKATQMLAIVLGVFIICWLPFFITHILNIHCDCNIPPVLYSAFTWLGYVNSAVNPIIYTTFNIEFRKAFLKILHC
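Tetracycline-induced HEK293 TREx cells expressing D2 receptor forced-coupled to calcium signalling, loaded with no-wash calcium dye. Compounds added and calcium flux read 180 s, then dopamine added at EC80 and read a further 180 s.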
PI4K2A block: blocks human PI4K2A kinase activity; purified PI4K2A, ADP-Glo luminescence, 1 h; hits give low values; activity change, negative = inhibition, % at 76.9 µM; hit rate 0.13% among 420,000; in the data active means activity change below about -50%; inconclusive means mostly about -30% to -49%;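 further: -100% = wells without enzyme as full effect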
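ADP-Glo luminescence measured ADP generated by PI4K2A enzyme (4 ug/mL before mixing) with 1.2 mM PI substrate (pre-mix) and 300 microM ATP (pre-mix). Tris pH7.5 buffer with MgCl2, Triton X-100; 1 h reaction at ambient temperature.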
D2 agonist: D2 dopamine receptor (human) agonism; HEK293 T-REx D2 cells, calcium flux agonist mode; activation, % at 2 µM; hit rate 0.53% among 340,000;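 active means activation over 3 SD above normal in the single-dose calcium agonist read, cut at about 30% in these data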; further: 0% is about no effect
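Calcium-flux readout, 1 cycle/sec over 180 s following compound pin transfer, in inducible HEK293 Trex D2 cells (force-coupled); dopamine controls included. Positive calcium responses during this window marked compounds as potential agonists.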
TRHR enhancer: TRH receptor (human) allosteric enhancement | enhancement, % at 2 µM | hit rate 0.66% among 360,000 | TRHR cells, fluo-8 calcium fluorescence, EC20 TRH enhancement | AID 493056; in the data active means enhancement above about 30%; further: 0% is about no effect
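Enhancer read-out: after compound pinning and an initial kinetic agonist-mode read, an EC20 of TRH (10 nM final) was injected and fluo-8 calcium signal (Ex 480/Em 530) followed at 1 s/cycle for 100 cycles in TRHR-expressing cells.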
mIDH1 inhibitor: human IDH1 R132H inhibition; hit rate 0.093% among 390,000; Potency, µM (top dose mostly 76.6 µM), for inactives: at the top dose activity change, negative = inhibition, actives largely listed as inhibitors; IDH1-R132H enzyme, NADPH consumption, diaphorase/resazurin fluorescence; further: potency means the concentration at half of the fitted maximal effect; on the % scale 0 is the no-effect control and ±100 the full control effect; nearly all actives have a fitted effect of over 65% in size
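IDH1-R132H (0.5 ug/mL dispensed) in pH 7.5 Tris buffer was preincubated 30 min with compound, then given a substrate mix of 0.016 mM NADPH and 2 mM alpha-KG for 80 min at room temperature; remaining NADPH was read by diaphorase/resazurin fluorescence.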
An asterisk follows results filed as active; ? = inconclusive; nt = not tested or not shown; & = joins results of further samples; [ ] = remark or other dose. Unless noted, the call rests on the fitted dose curve; in most records, active means well fitted inhibition curve with a large enough effect; inconclusive means small, poorly fitted or top-dose-only effect; inactive means no such curve, though single readings can be large or run the other way.

SMILES	TrxR1 substrate	TrxR1 inh	USP1 inh	TRHR agonist	D2 antagonist	PI4K2A block	D2 agonist	TRHR enhancer	mIDH1 inhibitor
O=C(O)CCC(=O)N1CCc2cc(S(=O)(=O)NC3CCCC3)ccc21	9.1%	17.7%	-4.6%	0.1	0.0	-1.9	-0.4	-17.8	11.3%
COc1ccc(C(CNc2ccc(C(F)(F)F)cn2)N(C)C)cc1OC (centres undefined)	8.2%	13.2%	?	1.8	12.9	3.9	1.5	0.9	11.9%
O=C(Cn1cc(C(F)(F)F)ccc1=O)N/N=C/c1ccc(F)cc1	1.2%[57.1 µM]	17.2%[57.1 µM]	-2.2%	0.2	-6.2	3.8	0.2	2.6	6.5%
N=C1C(=O)NC(=O)C1c1ccccc1 (centres undefined)	1.3%[11.4 µM]	-0.3%[11.4 µM]	-1.8%	nt	nt	-2.8	nt	nt	3.5%
Cn1c(=O)n(C)c2cc(N3CCOCC3)c(NC(=O)c3cccc(Cl)c3)cc21	4.3%[57.1 µM]	23.3%[57.1 µM]	-6.8%	-0.5	-18.6	2.6	0.3	2.0	-1.7%
Cc1ccc(NC(=S)N/N=C2\CC3CC=CC23)c(C)c1 (centres undefined)	-8.7%	?	-5.2%	-1.4	-5.2	-4.6	-0.2	16.9	-3.8%
Cc1ccc(-n2ncc(C(=O)N3CCN(c4ccccc4F)CC3)c2C2CCN(C(=O)OC(C)(C)C)CC2)cc1C	-5.2%	5.8%	?	0.1	nt	0.1	nt	-1.7	-22.6%
CCOc1ccc(CCNC(=O)CSc2cc(=O)n(C)c3ccc(Cl)cc23)cc1OCC	-5.9%&3.1%	14.9%&17.8%	-2.4%&-14.2%	-0.6&-1.0	5.5	5.8&0.9	0.3&-2.0	-2.2&3.4	6.6%&8.4%
O=C(C1CCCN(c2ncnc3c2nc2n3CCCCC2)C1)N1CCN(c2ccccc2)CC1 (centres undefined)	-0.2%	21.2%	-20.1%	1.3	-14.6	-1.0	0.7	7.3	-3.6%
O=C(NCc1ccco1)C12CC3CC(CC(C3)C1)C2	5.7%	8.7%	-19.1%	0.1	4.7	0.6	0.2	14.2	5.3%
CCOCCCNC(=O)Cn1cc2c(n1)-c1c(oc(C(=O)N3CCCC3)c1C)CC2	-0.4%	-18.8%	?	0.3	nt	-2.2&-18.1	-2.0	27.0	5.6%&7.7%
C=CCC[C@@H](Cc1ccc(F)cc1)C(=O)OC[C@H]1CCCN1C(=O)[C@@H](CC=C)CC(=O)N[C@H](CO)Cc1ccccc1	-6.0%	4.1%	-18.0%	nt	nt	4.3	nt	nt	-2.8%
CCn1c(C(=O)N2CCC(C(=O)N3CCN(c4ccccn4)CC3)CC2)cc2sccc21	2.6%[57.1 µM]	3.3%[57.1 µM]	-13.5%	-0.2	-10.2	3.2	3.0	10.9	-1.4%
CNc1snc(C)c1C(=O)OC(C)C(=O)Nc1ccccc1 (centres undefined)	1.8%	6.6%	-24.1%	-0.2	27.0	-1.8	0.0	8.3	-9.9%
Cc1cc(=O)oc2cc(NC(=O)CN3C(=O)NC(C)(c4ccccc4)C3=O)ccc12 (centres undefined)	103.1%[activator]	1.6%	-18.9%	0.4	9.1	1.4	1.6	-4.1	3.9%
O=C(COC(=O)c1ccc2ccccc2c1)NCCCc1ccccc1	3.4%	7.9%	-5.2%	0.9	-9.0	-2.2	0.4	-7.2	-3.9%
c1ccc(-c2nnc(-c3ccncc3)nc2-c2ccccc2)cc1	2.6%[57.1 µM]	2.6%[57.1 µM]	3.8%	-0.1	2.7	-1.1	0.8	-20.2	-9.1%
CN(c1ccccc1)c1ccc(/C=C(\C#N)c2nnc3n2CCCCC3)cc1[N+](=O)[O-]	-22.4%	-34.2%	-10.0%	-1.2	-1.3	4.5	-2.1	8.4	0.2%
N=C1c2ccccc2CN1NC(=O)c1cccc(S(=O)(=O)N2CCCCC2)c1	1.5%	23.4%	-22.9%	0.9	-23.3	-3.2	-0.2	-1.3	6.2%
CC(=O)N1[C@H](C)C=C[C@]1(Cc1ccccc1)C(=O)NCCN1CCOCC1	-3.3%	13.4%[57.1 µM]	-27.8%	nt	nt	3.2	nt	nt	6.7%
CCOC(=O)C1=C(C)OC(N)=C(C#N)C1c1cc(SCC)oc1C (centres undefined)	-8.2%	-18.6%	-3.3%	0.6	7.3	-7.2	-1.8	0.5	-9.1%
CN1c2ccccc2Oc2nnc(N3CCN(Cc4ccccc4)CC3)cc21	53.1%[activator]	2.3%	-5.6%	-1.5	-15.4	-4.0	-1.5	3.9	-5.6%
O=C(NCc1ccc(OC(F)(F)F)cc1)c1ccc2c(c1)S(=O)(=O)c1ccccc1C2=O	-4.9%[57.1 µM]	24.5%[57.1 µM]	-29.5%	nt	nt	5.6	nt	nt	-1.0%
COc1cc(/C=C2\SC(=Nc3ccc(Cl)c(C(=O)O)c3)NC2=O)c(Br)c(Br)c1O	-20.2%	-35.6%	17.8µM*	211.8*	37.0*	-2.5	87.0*	92.8*	16.5%
FC(F)(F)c1ccc(NC(=S)NC2CCCCC2)cc1	2.3%[57.1 µM]	19.5%[57.1 µM]	-13.4%	1.3	-12.7	1.6	3.2	-8.4	3.9%
CCOC(=O)c1ccc(NC(=O)c2c(N)n(Cc3ccccc3)c(=O)[nH]c2=O)cc1	12.8%[57.1 µM]	23.8%[57.1 µM]	11.2%	nt	nt	-3.1	nt	nt	-7.1%
CN(C)S(=O)(=O)c1cccc(NC(=O)COC(=O)c2cc(=O)c3ccccc3o2)c1	0.4%	27.7%	4.2%	0.3	10.5	2.0	-0.2	0.1	-2.1%
O=C1CN(C(=O)c2cccc([N+](=O)[O-])c2)CC(=O)N1	2.8%	23.7%	-21.6%	0.0	-4.5	0.6	0.5	7.4	-3.3%
COc1ccc(OC)c(/C=N\NC(=O)c2ccc(COc3ccc(C)cc3[N+](=O)[O-])o2)c1	-15.0%[57.1 µM]	16.7%[57.1 µM]	-6.8%	nt	nt	0.8	nt	nt	8.8%
O=C(CN1C(=O)C2CCCCC2C1=O)OCC(=O)c1ccc(F)cc1 (centres undefined)	0.3%	15.9%	-7.2%	0.7	-4.9	-2.2	0.4	15.5	-5.2%

Ordered by length of the SMILES (low to high): 5 of the compounds above
SMILES	TrxR1 substrate	TrxR1 inh	USP1 inh	TRHR agonist	D2 antagonist	PI4K2A block	D2 agonist	TRHR enhancer	mIDH1 inhibitor
CCOC(=O)C1=C(C)OC(N)=C(C#N)C1c1cc(SCC)oc1C (centres undefined)	-8.2%	-18.6%	-3.3%	0.6	7.3	-7.2	-1.8	0.5	-9.1%
O=C(CN1C(=O)C2CCCCC2C1=O)OCC(=O)c1ccc(F)cc1 (centres undefined)	0.3%	15.9%	-7.2%	0.7	-4.9	-2.2	0.4	15.5	-5.2%
CN(C)S(=O)(=O)c1cccc(NC(=O)COC(=O)c2cc(=O)c3ccccc3o2)c1	0.4%	27.7%	4.2%	0.3	10.5	2.0	-0.2	0.1	-2.1%
COc1cc(/C=C2\SC(=Nc3ccc(Cl)c(C(=O)O)c3)NC2=O)c(Br)c(Br)c1O	-20.2%	-35.6%	17.8µM*	211.8*	37.0*	-2.5	87.0*	92.8*	16.5%
COc1ccc(OC)c(/C=N\NC(=O)c2ccc(COc3ccc(C)cc3[N+](=O)[O-])o2)c1	-15.0%[57.1 µM]	16.7%[57.1 µM]	-6.8%	nt	nt	0.8	nt	nt	8.8%

Continuation:
SMILES	TrxR1 substrate	TrxR1 inh	USP1 inh	TRHR agonist	D2 antagonist	PI4K2A block	D2 agonist	TRHR enhancer	mIDH1 inhibitor
COc1cc(C(=O)NCc2nc(C)cs2)ccc1OC1CCN(C(C)=O)CC1	-2.6%	-2.8%	-3.5%	0.6	nt	-4.6	nt	5.1	-3.6%
CCOC(=O)c1sc(=S)n(-c2ccc3c(c2)OCO3)c1N	-12.5%	-13.7%	-10.4%	0.5	-13.3	0.2	0.0	-5.5	4.0%
CC(=O)OC[C@H]1O[C@@H](O/N=C/C[C@@H]2C=C[C@H](OC(C)=O)[C@@H](COC(C)=O)O2)[C@H](OC(C)=O)[C@@H](OC(C)=O)[C@@H]1OC(C)=O	nt	nt	nt	-1.0	7.0	nt	-1.3	0.7	nt
COC(=O)C1=C(C)N(c2ccc(OC)cc2)C(C)=C(C(=O)OC)C1c1ccccc1	3.0%	23.9%	-14.8%	0.0	-7.4	-10.3	-2.2	-1.6	3.7%
OCCN(Cc1ccccc1)Cc1cccc(F)c1	7.1%	7.6%	-12.6%	-0.8	0.3	3.3	0.3	-2.8	9.7%
CN(C)c1ccc(NC(=O)CSC2=Nc3ccccc3C3=NC(CCC(=O)NCc4cccs4)C(=O)N23)cc1 (centres undefined)	5.0%[57.1 µM]	17.4%[57.1 µM]	-18.2%	0.0	nt	1.9	0.6	-2.5	-4.7%
Cc1cccc(/C=N/N(CCO)C2=NS(=O)(=O)c3ccccc32)c1	1.8%[57.1 µM]	4.8%[57.1 µM]	-14.8%	-0.6	-12.7	8.4	0.7	6.1	0.0%
COc1ccccc1Nc1nc2ccc(C)cc2cc1C#N	1.2%	6.7%	0.9%	1.0	1.6	-3.0	-0.2	7.2	1.8%
S=c1[nH]nc(-c2ccc3ccccc3n2)n1-c1ccccc1Cl	-7.3%	-35.3%	-24.2%	-0.3	5.3	-1.3	0.4	1.0	19.9%
OC[C@H]1NC[C@@H](O)[C@@H]1O	4.0%[57.1 µM]	-4.4%[57.1 µM]	-21.6%	0.2	-11.3	2.2&-5.2	-0.8	12.5	-3.3%
COc1ccccc1CNC(=O)CC(c1ccc(C)cc1)N1Cc2ccccc2C1=O (centres undefined)	2.4%	23.3%	-22.0%	-0.8	nt	3.0	-0.4	0.6	1.2%
